m-calpain inh: inhibitors of pig calpain II, primary screen, biochemical, fluorogenic peptide substrate, 1536-well; purified calpain II, 30 min; inhibition, % at 16 µM; hit rate 0.37% among 220,000; AID 1236, 2008;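 active means inhibition above about 50%, limit read from the data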
PERK inhibitor: block of dimerizer-induced PERK translation repression, primary screen, PERK inhibitor project, CHO PERK-DD cells, SEAP luminescence, HTS; Eukaryotic translation initiation factor 2-alpha kinase 3 (Homo sapiens), Q9NZJ5; CHO PERK-DD fusion, SEAP luminescence translation reporter; inhibition, % at 5.6 µM; hit rate 0.17% among 220,000;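 active means inhibition above the mean inhibition of all tested compounds plus 3 SD, set separately per screening campaign, cut at about 2.9% in these data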;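 further: PERK kinase domain activated by AP20187 dimerizer at 100 nM; 0% = DMSO with dimerizer and 100% = rapamycin at 8.4 µM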
FXIIa inh 1536: human FXIIa protease inhibitors, primary screen, biochemical, 1536-well | hit rate 0.3% among 220,000 | purified FXIIa, Boc-QGR-AMC fluorogenic substrate, 2 h | Coagulation factor XII (Homo sapiens), P00748 | AID 800, 2007 | inhibition, % at 5 µM; in the data active means inhibition above about 40%;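 further: 0% = enzyme with no compound and 100% = blank without enzyme; many of its hits are not listed in these tables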
Furin inhibitor: human furin inhibitors, primary screen, biochemical, fluorescence intensity; inhibition, % at 30 µM; purified furin, fluorogenic substrate cleavage; P09958; hit rate 0.061% among 220,000; AID 463115, 2010; in the data active means inhibition above about 25%; further: inactives centre near -15
FXIa inh 1536: human FXIa protease inhibitors, primary screen, biochemical, 1536-well; Coagulation factor XI (Homo sapiens), P03951; purified FXIa, Boc-Glu-Ala-Arg-AMC fluorogenic substrate; inhibition, % at 5 µM; hit rate 0.14% among 220,000; AID 798, 2007;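 active means inhibition of at least 40%; inactive means inhibition below 40%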;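 further: fluorescence of freed AMC excited at 355 nm; 0% = enzyme without compound and 100% = no enzyme blank; many of its hits are not listed in these tables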
Rad51 HR inh: human RAD51 strand exchange inhibitors, primary screen, biochemical, fluorescence; hit rate 0.085% among 200,000; inhibition, % at 10 µM; DNA repair protein RAD51 homolog 1 (Homo sapiens), Q06609; hRad51 DNA strand exchange, fluorescence dequenching;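 active means inhibition above 40% at the single screening dose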;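 further: 0% = DMSO control wells and 100% = blanks with heterologous ssDNA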
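material = hRad51 filaments on single-stranded DNA | reagent = Donor/quencher-labelled 47-bp dsDNA substrate | compound = 10 µM final, single point | schedule = strand-exchange reaction 15 min at room temperature | measured by = fluorescein emission 520 nm, excitation 485 nm | read-out basis = % inhibition versus plate control and blank means | benchmarks = plate controls and plate blanks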
thrombin 1536: human alpha-thrombin inhibitors, primary screen, counter-screen for coagulation protease inhibitor project, biochemical, 1536-well, fluorogenic AMC substrate | Prothrombin (Homo sapiens), P00734 | hit rate 0.26% among 220,000 | inhibition, % at 5 µM | Boc-VPR-AMC fluorogenic substrate cleavage;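 active means inhibition at or above 40%; inactive means inhibition below 40%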;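 further: 0% = enzyme with no compound and 100% = wells without enzyme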
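Material: human alpha-thrombin protein. Incubation: reaction at ambient temperature. Technique: fluorescence of released AMC, ex 355 nm, em 460 nm. Control set: no-compound enzyme wells and no-enzyme blanks. Also added: Boc-VPR-AMC substrate, 15 µM final. Buffer or medium: pH 7.5 Tris (50 mM) with NaCl 150 mM, Tween 20 0.05%.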
hK5 inh: human KLK5 protease inhibitors, primary screen, biochemical, 1536-well; AID 873, 2007; inhibition, % at 5 µM; Kallikrein-5 (Homo sapiens), Q9Y337; hit rate 0.59% among 210,000; recombinant hK5, fluorogenic AMC substrate cleavage;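 active means inhibition of 40% or more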;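 further: 0% = enzyme controls without compound and 100% = no-enzyme blanks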
Cl transport mod: KCC2 cotransporter modulators, thallium flux, primary screen, cell-based, HEK293 KCC2, FluoZin-2 fluorescence, MLSMR. Solute carrier family 12 member 5 (Homo sapiens), Q9H2X9. B-score of Tl+ flux slope (higher = more flux/activation; lower = inhibition) at 10 µM. AID 1456, 2008. KCC2 cells, thallium flux FluoZin-2 fluorescence. hit rate 2.2% among 190,000;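 active means thallium flux slope and its plate-corrected score both differing from the plate sample mean at a set confidence after two filtering rounds, in either direction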;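 further: slope of fluorescence scaled to starting intensity during 10 to 20 s after thallium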
Target sequence (Q9H2X9 whole entry, looked up): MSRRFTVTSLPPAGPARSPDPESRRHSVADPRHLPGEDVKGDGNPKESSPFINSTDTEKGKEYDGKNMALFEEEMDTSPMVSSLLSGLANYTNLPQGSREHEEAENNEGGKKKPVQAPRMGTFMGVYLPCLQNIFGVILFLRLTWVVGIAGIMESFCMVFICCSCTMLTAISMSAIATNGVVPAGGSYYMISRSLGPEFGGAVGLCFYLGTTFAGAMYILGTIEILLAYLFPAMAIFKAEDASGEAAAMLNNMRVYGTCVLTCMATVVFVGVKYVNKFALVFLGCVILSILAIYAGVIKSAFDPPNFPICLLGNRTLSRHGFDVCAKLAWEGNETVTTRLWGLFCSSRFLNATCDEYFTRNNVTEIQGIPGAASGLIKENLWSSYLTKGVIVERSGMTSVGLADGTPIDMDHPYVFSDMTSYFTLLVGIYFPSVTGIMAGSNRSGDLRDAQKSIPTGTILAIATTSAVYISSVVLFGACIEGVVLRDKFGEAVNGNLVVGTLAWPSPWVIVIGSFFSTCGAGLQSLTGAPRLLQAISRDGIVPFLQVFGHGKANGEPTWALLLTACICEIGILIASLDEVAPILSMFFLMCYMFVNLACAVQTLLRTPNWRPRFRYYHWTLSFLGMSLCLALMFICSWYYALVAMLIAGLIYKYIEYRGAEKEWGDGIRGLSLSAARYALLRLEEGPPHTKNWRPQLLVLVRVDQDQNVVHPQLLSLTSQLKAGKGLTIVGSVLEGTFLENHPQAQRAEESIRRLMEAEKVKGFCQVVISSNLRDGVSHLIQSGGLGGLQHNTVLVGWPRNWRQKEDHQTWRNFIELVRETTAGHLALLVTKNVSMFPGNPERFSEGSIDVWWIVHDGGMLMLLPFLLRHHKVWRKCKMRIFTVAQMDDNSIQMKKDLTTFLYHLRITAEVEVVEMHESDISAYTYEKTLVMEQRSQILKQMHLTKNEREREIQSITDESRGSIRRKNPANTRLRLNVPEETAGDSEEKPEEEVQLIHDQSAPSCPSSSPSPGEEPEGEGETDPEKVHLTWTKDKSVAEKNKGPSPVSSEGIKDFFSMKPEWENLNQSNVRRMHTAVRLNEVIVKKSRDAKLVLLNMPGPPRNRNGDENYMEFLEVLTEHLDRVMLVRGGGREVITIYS
* = called active by the depositor; i = inactive; x = not tested or not shown; [ ] = remark or other dose. These rows are one share of the data (hit frequency here may not be typical).

SMILES	m-calpain inh	PERK inhibitor	FXIIa inh 1536	Furin inhibitor	FXIa inh 1536	Rad51 HR inh	thrombin 1536	hK5 inh	Cl transport mod
CCOc1ccccc1NC(=O)CCC(=O)O	-12.9	0.9	16.2	-13.8	-1.3	-5.9	3.0	-2.3	0.0186
COc1ccccc1Nc1nc(-c2c(C)[nH]c3ccccc23)cs1	-16.2	-0.5	8.4	-2.1	1.1	-3.1	-7.2	-15.7	-0.259
CC(C)CCn1c(=O)c2ccccc2n2c(CN3CCCC3)nnc12	1.4	0.4	1.8	-11.6	-7.8	-0.2	-6.1	3.0	-0.0124
CN(C)S(=O)(=O)c1ccc(C(=O)NCc2ccco2)cc1	-30.1	0.8	10.2	-32.5	-2.0	2.6	-5.8	2.0	1.02
COc1ccc(NC(=O)CC2COc3ccccc3O2)c(OC)c1 (centres undefined)	-17.4	-0.1	8.9	2.6[20 µM]	-0.3	1.2	1.6	-8.5	-0.604
CCN(CC)S(=O)(=O)c1cc(-c2nnc(-c3ccc(Br)cc3)o2)ccc1Br	19.7	1.5	8.3	-14.7[20 µM]	6.3	-13.5	3.7	-2.5	1.76
NS(=O)(=O)c1ccc(NC(=O)/C=C/c2cn(-c3ccccc3)nc2-c2cccc(Cl)c2)cc1	-410.8	0.9	9.8	-40.8	0.5	-2.4	-1.1	2.6	-0.0518
CCCCC(=O)Nc1ccc(NC(=S)NC(=O)c2ccco2)cc1OC	6.6	0.7	0.6	-22.8	-1.3	9.1	-3.8	-1.5	13.3*
CC(=O)OCC1(C)CN(c2ccccc2)NC1=O (centres undefined)	-7.3	0.3	12.3	-26.2	0.8	16.2	-1.5	-3.7	0.492
CNC(=O)Oc1ccc2c(c1)[C@]1(C)CCN(C)[C@@H]1N2C	-17.6	0.2	3.2	-15.8	-6.6	-1.9	x	-11.0	0.321
O=C(N/N=C/c1ccccn1)c1cccs1	-21.4	1.4	11.3	-5.1	-1.3	10.9	3.7	-15.7	-0.125
CC(C)(C)n1nc(-c2ccc(Cl)cc2)c2c(N)ncnc21	7.4	-0.3	6.5	-11.5[20 µM]	-2.6	2.6	-1.2	1.2	-0.568
COc1ccc(CCNC(=O)CCNS(=O)(=O)c2ccc3c(c2)CCN3C(C)=O)cc1OC	21.7	-0.6	16.6	-5.6	6.3	1.8	-2.2	17.2	-0.62
CCN1C(=O)/C(=C2\SC(=S)N(CC3CCCO3)C2=O)c2ccccc21 (centres undefined)	9.8	2.2	12.4	-30.1	-1.7	-0.2	5.9	-11.2	0.811
CC(=O)Cc1nsc(NC(=O)c2csc3c2CCCC3)n1	15.5	-1.0	12.3	-12.2[20 µM]	5.4	-5.9	2.2	-3.0	-0.105
COc1cc(C(=S)N2CCCC2)cc(OC)c1O	5.2	-0.1	10.0	-6.9[20 µM]	-10.0	5.1	0.7	-23.7	-3.59*
Cc1ccc(CONC(=O)c2ccccc2)cc1	-6.5	-0.2	5.3	-10.7	-3.1	-17.5	-2.9	3.3	0.0236
Cc1cc(N2CCC(C)CC2)nc(-c2ccccc2O)n1	-2.1	0.3	2.8	-10.7	-12.3	18.1	-3.6	-0.6	0.099
COC(=O)c1ccc(Oc2nc(Nc3ccccc3)nc(N(C)C)n2)cc1	-12.2	-0.1	0.2	-25.6[20 µM]	-6.5	-1.4	-4.2	-25.9	-0.609
CCOC(=O)N1CCN(C(=O)COc2ccc3c(c2)C(=O)CC2(CCN(C(C)=O)CC2)O3)CC1	i	1.0	1.5	-36.1	-3.0	1.1	-7.1	-21.1	x
Cc1nnc(SCC(=O)N2c3ccccc3C(C)(c3ccc(Cl)cc3)CC2(C)C)s1 (centres undefined)	38.6	-1.1	22.4	-3.7	21.3	x	-7.2	-16.4	-0.094
N#CC[n+]1cc(-c2ccc(Cl)cc2)n2c1CCC2	11.7	1.2	-3.6	-22.5	-7.0	2.2	-2.3	-0.5	x
Cc1nc(C(=O)NCc2ccccc2)sc1C1(C)CC(c2ccccc2)=NO1 (centres undefined)	41.7	x	11.1	-18.2	2.5	9.4	2.8	4.2	-1.35
CCCc1cc(Nc2c(C)n(C)n(-c3ccccc3)c2=O)n2c(nc3ccccc32)c1C#N	3.0	-0.5	11.8	-19.1[20 µM]	3.5	-7.2	-4.8	-19.8	0.566
Cc1cc(CNC(=O)Cc2ccc(F)cc2)c2ccccc2n1	10.0	0.1	2.2	-21.3	-4.1	-58.1	2.7	-10.0	0.00728
CCOc1cc2[nH]c(=S)n(Cc3ccc(C(=O)NCCOC)cc3)c(=O)c2cc1OCC	-43.7	-1.6	16.9	-12.6[20 µM]	3.1	9.4	5.8	3.8	-0.412
CCOC(=O)c1c(NC(=O)CC2Nc3cc(C)c(C)cc3NC2=O)sc(C)c1C (centres undefined)	-66.3	0.7	4.8	-14.9[20 µM]	4.2	-8.2	-7.8	-21.4	x
Cc1n[nH]c(=O)nc1NC(C)c1ccccc1 (centres undefined)	3.6	0.2	13.2	0.1[20 µM]	3.8	-3.5	0.6	-4.6	0.0655
COc1ccc(CCN2C(=O)CC(N3CCN(C/C=C/c4ccccc4)CC3)C2=O)cc1OC (centres undefined)	9.9	0.1	8.0	-12.6	2.4	x	-4.1	0.6	-0.0927
COc1ccc(CC(=O)Nc2cc(=O)n(C)c(=O)n2C)cc1OC	-30.5	0.1	8.5	-28.9	-2.9	1.2	-7.5	2.9	0.448

One compound at a time, as listed above. Order of values: m-calpain inh, PERK inhibitor, FXIIa inh 1536, Furin inhibitor, FXIa inh 1536, Rad51 HR inh, thrombin 1536, hK5 inh, Cl transport mod
`COc1ccccc1Nc1nc(-c2c(C)[nH]c3ccccc23)cs1` is entered as -16.2, -0.5, 8.4, -2.1, 1.1, -3.1, -7.2, -15.7, -0.259
`COc1ccc(CCNC(=O)CCNS(=O)(=O)c2ccc3c(c2)CCN3C(C)=O)cc1OC` is entered as 21.7, -0.6, 16.6, -5.6, 6.3, 1.8, -2.2, 17.2, -0.62
`Cc1nnc(SCC(=O)N2c3ccccc3C(C)(c3ccc(Cl)cc3)CC2(C)C)s1` (centres undefined) is entered as 38.6, -1.1, 22.4, -3.7, 21.3, x, -7.2, -16.4, -0.094

(further entries)
SMILES	m-calpain inh	PERK inhibitor	FXIIa inh 1536	Furin inhibitor	FXIa inh 1536	Rad51 HR inh	thrombin 1536	hK5 inh	Cl transport mod
Nc1nnc(/C=C/c2ccccc2)s1	-47.7	0.2	5.0	-7.4	1.1	-9.7	-6.7	2.3	-0.927
Cc1[nH][nH]c(=O)c1C(c1ccc(-c2ccccc2C(=O)O)o1)c1c(C)[nH][nH]c1=O	15.2	0.5	-0.5	-16.8	-4.6	5.9	-6.2	-4.2	-0.324
CCOC(=O)c1cnn(CCOC(=O)C2CC2)c1NC(=O)C1CC1	-14.5	-0.2	15.9	-10.0	2.6	0.4	2.3	-14.7	1.3
Oc1ccccc1C=NC1=NN(c2cccc(C(F)(F)F)c2)CC1	9.9	0.7	16.7	-0.9[20 µM]	9.0	-1.9	4.9	-5.9	0.036
COc1ccccc1N(C)S(=O)(=O)c1ccc(C(=O)Nc2nc(C)cs2)cc1	-0.5	1.2	6.4	-11.5	-0.2	2.7	-10.9	3.5	-1.23
C=CCCN(C1CCCC1)S(=O)(=O)c1ccccc1Br	31.2	x	6.2	-15.6	-0.2	-1.3	-3.2	1.1	-1.11
CC(=O)Nc1nnc(S(N)(=O)=O)s1	2.4	1.1	5.7	-11.0	7.5	-11.6	x	-5.5	1.3
O=C(NC1CCCC1)C1CCN(S(=O)(=O)N2CCCCC2)CC1	-22.4	-0.8	13.8	-2.7	5.8	x	4.1	-0.1	x
COc1cccc(-c2cc(=O)c3cc(NC(C)=O)ccc3[nH]2)c1	i	0.0	2.9	-58.7	-3.1	-2.1	-7.0	-28.2	-2.38
Cc1ccc(CNC(=O)Nc2ccccc2)cc1	-6.6	1.8	-1.4	-23.8	-0.4	0.3	0.2	-17.6	x
CCCCn1c(SCc2nc(N)nc(N3CCCCC3)n2)nc2c1c(=O)n(C)c(=O)n2C	-71.9	-0.5	12.1	-18.5	16.9	-47.1	1.9	-6.0	0.319
CCn1cc(/C=N/O)c(C)n1	21.9	0.1	-5.5	-13.9	0.0	-5.8	-0.3	-1.4	0.177
COC(CCN(C)C)(c1ccccc1)c1ccccc1	-3.4	0.2	15.6	-16.0	0.6	-8.1	2.4	7.3	1.95
COc1ccccc1CNC(=O)COC(=O)c1ccc(NC(N)=O)cc1	23.9	0.1	14.1	0.1	11.6	-11.8	0.7	-17.0	-0.00219
O=C(O)c1ccccc1-c1ccccc1C(=O)Nc1cccc(O)c1	-13.5	1.0	11.5	-13.6	-0.9	-0.2	-4.9	1.6	0.0331
Cc1cccc(C)c1NC(=O)Nc1ccccc1-n1ccnc1	-4.4	1.7	10.7	-33.0	1.7	x	-0.8	21.8	x
CCOC(=O)CN1C(=O)C(O)(CC(=O)c2cccc(OC)c2)c2ccccc21 (centres undefined)	3.9	-0.8	-8.8	-13.0	-7.6	-4.8	-2.9	1.0	x
CCCCn1nnnc1SCC(=O)Nc1ccc(F)cc1	-12.7	-0.3	14.2	-6.8	8.7	-0.7	0.7	3.2	-0.293
O=c1c2ccccc2c2ccccc2c(=O)n1Cc1cccnc1	24.7	0.8	13.5	-11.4	5.6	-1.4	4.5	-6.5	0.842
O=C(NC(c1ccccc1)c1ccccc1)c1ccc(S(=O)(=O)C(F)F)cc1	3.1	-0.5	-1.3	-21.2[20 µM]	-7.9	-6.2	-7.8	-13.7	0.744
[O-][n+]1onc2c1C(N1CCOCC1)CCC2N1CCOCC1 (centres undefined)	-28.6	1.6	17.3	-20.1	0.4	0.4	-0.2	-3.8	0.88
COc1cc(C(=O)N2CCN(C(=O)C3CC3)CC2)cc(OC)c1OC	-2.8	-0.9	2.1	-29.9	-6.6	1.2	-5.2	-4.4	0.698
Cc1nnc(NC(=O)CSc2nnc(Cc3cccn3C)n2CCc2ccccc2)s1	-5.5	-0.5	18.3	-22.3	7.0	-6.1	-2.5	6.2	x
COc1cc(NC(=O)c2cc(-c3cccc(O)c3)on2)cc(OC)c1OC	-12.8	0.8	12.4	-7.9	2.3	-9.6	-4.0	-11.4	-0.105
O=C(c1cccs1)N1CCN(Cc2ccccc2[N+](=O)[O-])CC1	-18.1	-1.5	11.6	-10.2	8.2	-0.2	-1.6	-17.9	-0.0804
Cc1cccc(-c2noc(CCc3ccccc3)n2)c1	13.6	1.6	-2.8	-28.8	-7.7	9.6	-9.2	-13.0	x
CC(C)NC(=O)CSCc1c(Cl)cccc1Cl	-16.0	-0.9	12.2	-13.6[20 µM]	3.3	-2.4	1.8	-13.5	-0.609

Source: PubChem BioAssay (several laboratories)
